Salmonella PhoP GFP = PhoP-dependent GFP reporter repression – Salmonella Typhimurium, primary screen (AID 1863); S. Typhimurium PhoP-regulated promoter GFP reporter, 4 h; higher % means a stronger effect; inhibition, % at 50 µM; hits with a dose series show IC50 in µM; 0.16% of 300,000 active;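 active = inhibition over 29.93%, a cutoff 3 SD above the screen mean, later confirmed by dose response; inconclusive = inhibition over 29.93% but no dose response follow-up; inactive = inhibition at most 29.93% or unconfirmed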;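 note: 0% = low Mg2+ inducing control and 100% = high Mg2+ repressing control; strong numbers were not always called active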
Myeloid diff MLP = compounds promoting myeloid differentiation; AID 624256; calls only at 10 µM; ER-HoxA9 myeloid progenitors, lysozyme-GFP differentiation, flow cytometry; 1% of 360,000 active;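 active = normalized GFP-positive differentiation at or above the plate's own cutoff, the solvent-only control mean plus 3 SD; inconclusive = no clear call, values can overlap the other calls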;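 note: cells exposed to compound for four days before flow analysis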
RSV antiviral HEp-2 = inhibition of RSV-induced cytopathic effect – HEp-2 cells, primary 10 µM value included (AID 2391) | HEp-2 cells, RSV-induced CPE inhibition; higher % means a stronger effect | CPE inhibition, % at 10 µM, or IC50 in µM where a hit was titrated | 0.13% of 310,000 active; in the data active = a potency from the dose series; inconclusive = CPE inhibition mostly from about 23% at the one dose, without a potency; inactive = the rest, 99 in 100 with CPE inhibition below about 21%; note: strong numbers were not always called active
T cell modulator = T cell immune modulators affecting CD8 T cell-vesicle binding; 2C CD8+ T cell-vesicle binding, flow cytometry; active compounds read low; calls only at 7 µM; 0.068% of 330,000 active; AID 2052;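 active = response, share of CD8 T cells binding vesicles, and their 90th percentile fluorescence all below set limits, cut at about 80% in these data, passing the limit was not always enough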
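Material: 2C TCR transgenic mouse naive CD8+ T cells, MACS-purified. Also added: QL9-charged Drosophila Ld/ICAM-1/B7-1 vesicles. Timing: binding 1.5 h at 37 °C. Measured by: high-throughput flow cytometry with anti-B7-1 and anti-CD8 staining. Read-out: percent CD8+ FL2 mean versus row control. Controls: Unloaded micro-vesicles (low), QL9 vesicles with 0.7% DMSO (high).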
MgcRacGAP inhibition = MgcRacGAP GTPase-activating activity inhibitors, confirmation, biochemical, ADP Hunter fluorescence. 0.6% of 340,000 active. inhibition, % at 30 µM, or IC50 in µM where a hit was titrated. MgcRacGAP-stimulated Rac1 GTP hydrolysis, ADP Hunter fluorescence; higher % means a stronger effect; GST-tagged Rac1 F28L mutant substrate;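 active = first-screen hits whose inhibition reached a set limit at any dose in the follow-up dose series; inconclusive = inhibition above the set first-screen limit but never retested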;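 note: fluorescence reports GDP produced by GAP-driven GTP hydrolysis; strong numbers were not always called active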
b-catenin transl = beta-catenin nuclear translocation modulation | AID 1665 | nuclear translocation activity, % at 5 µM | HeLa beta-catenin nuclear translocation, immunofluorescence imaging | 0.3% of 190,000 active;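 active = nuclear translocation activity above 50% at 5 µM, with a well cell count of 50 or more; inconclusive = wells under 50 cells across six images, flagged as toxic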;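 note: per-cell ratio of nuclear to cytoplasmic median beta-catenin stain intensity; plate controls were DMSO negative control for no effect and GSK-3 inhibitor IX positive control for full effect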
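Technique: fluorescence imaging of beta-catenin antibody stain plus DAPI / Material: human HeLa cell line / Incubation: compound treatment 24 h, 37°C, 5% CO2 / Read-out basis: % activation of per-cell nuclear versus cytoplasmic median beta-catenin signal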
WT yeast gro inh = growth inhibition of WT yeast, mitochondrial fusion screen. mitochondrial fusion phenotypic screen, WT strain. inhibition, % at 10 µM. 2.1% of 190,000 active; in the data active = inhibition above about 58%; tested in S. cerevisiae
SV40 large T antigen = TAg ATPase/helicase activity blockers – biochemical (AID 1903); SV40 large T antigen ATPase/helicase inhibition assay; higher % means a stronger effect; inhibition, % at 20 µM; hits with a dose series show IC50 in µM; 0.39% of 310,000 active; in the data active = a potency from the dose series; inconclusive = inhibition mostly from about 32% at the one dose, without a potency; inactive = the rest, 99 in 100 with inhibition below about 32%; note: strong numbers were not always called active
West Nile antiviral = West Nile virus antiviral activity, cell-based, CPE readout (AID 1621). West Nile virus-infected cells, CPE inhibition; higher % means a stronger effect. CPE inhibition, % at 10 µM, or IC50 in µM where a hit was titrated. 0.02% of 290,000 active; in the data active = a potency from the dose series; inconclusive = CPE inhibition mostly from about 3.7% at the one dose, without a potency; inactive = the rest, 99 in 100 with CPE inhibition below about 2.2%; note: strong numbers were not always called active
WT yeast gro inh mutant strain = also measured in WT yeast gro inh; calls as there; inhibition, %; mitochondrial fusion phenotypic screen, mutant strain inhibition
b-catenin transl cell count 5 µM = second read-out of b-catenin transl, no call of its own (marks repeat the call); cell count; measured here: cell count, cytotoxicity flag
T cell modulator vesicle-bound % = also measured in T cell modulator; calls as there; double positive events, %; measured here: CD8+ vesicle-bound cell fraction;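 binding gate set so that unloaded-vesicle control wells show 10% double positive cells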
Myeloid diff MLP GFP+ MAC1+ % = recorded beside Myeloid diff MLP, whose call it bears; GFP+ MAC1+ double positive, %; measured here: differentiation confirmed by MAC1 staining
Starred values were filed as active, the others as inactive; i = inactive; ? = inconclusive; / = not tested or not shown.

structure,Salmonella PhoP GFP,Myeloid diff MLP,Myeloid diff MLP GFP+ MAC1+ %,RSV antiviral HEp-2,T cell modulator,T cell modulator vesicle-bound %,MgcRacGAP inhibition,b-catenin transl,b-catenin transl cell count 5 µM,WT yeast gro inh,WT yeast gro inh mutant strain,SV40 large T antigen,West Nile antiviral
O=C(O)CC(C(=O)NCc1ccccc1)C1CCCO1 (centres undefined),-0.9%,i,1.6,2.2%,i,42.1,9.6%,-5.6,994,7.9,8.4,-1.2%,/
COc1cccc(CNc2ccc(N3CCCCC3)cc2)c1OC,-1.2%,i,0.9,3.3%,i,49.9,5.96µM*,/,/,4.7,-33.4,8.6%,-0.3%
CCCc1nnc(SCC(=O)NC2CCCC2)n1CCOC,15.7%,i,1.3,0.4%,i,28.3,9.0%,/,/,/,/,-0.5%,-0.7%
COc1ccc(N=Cc2oc3ccc4ccccc4c3c2O)cc1,-7.2%,i,0.5,-0.9%,i,62.9,8.5%,-0.7,1043,4.1,1.9,5.8%,/
O=C(c1cn(-c2ccccc2)nc1-c1ccncc1)n1nnc2ccccc21,/,i,0.5,?,i,33.6,3.6%,/,/,/,/,/,0.5%
O=C(CCCn1c(=S)[nH]c2ccc(Br)cc2c1=O)NCc1ccccn1,-2.3%,i,6.0,0.6%,i,46.8,6.4%,/,/,/,/,14.1%,?
O=C(COc1ccc([N+](=O)[O-])cc1)Nc1ccc(CN2CCOCC2)cc1,3.9%,i,0.1,21.0%,i,44.8,3.1%,-2.2,1133,5.5,10.8,17.8%,-1.2%
O=C(OCC#CCSc1nnc(-c2ccccc2)o1)c1cc2ccccc2o1,-9.9%,i,1.6,0.8%,i,11.3,3.0%,1.3,1218,26.3,-13.2,-7.8%,-0.1%
NS(=O)(=O)c1ccc(NC(=O)CSc2ccccc2)cc1,-6.5%,i,0.1,14.2%,i,27.5,4.1%,0.8,1049,-45.0,-7.4,6.1%,0.9%
CCC(C)[C@H](NC(=O)N1CC(=O)Nc2ccccc21)C(=O)N[C@@H](Cc1c[nH]c2ccccc12)C(=O)O (some centres undefined),-6.3%,i,2.6,1.3%,i,57.2,9.3%,/,/,/,/,6.4%,-0.7%
CCc1ccc(NC(=O)C2CCN(C(=O)[C@@H]3Cc4ccccc4CN3)CC2)cc1,-1.9%,i,3.6,-1.5%,i,7.2,1.2%,/,/,/,/,1.4%,-0.3%
O=C(c1ccccc1)c1cc(-c2ccccc2)on1,5.7%,i,0.9,2.5%,i,22.2,-3.6%,-0.5,1127,20.7,8.9,7.7%,0.2%

Continuation.
structure,Salmonella PhoP GFP,Myeloid diff MLP,Myeloid diff MLP GFP+ MAC1+ %,RSV antiviral HEp-2,T cell modulator,T cell modulator vesicle-bound %,MgcRacGAP inhibition,b-catenin transl,b-catenin transl cell count 5 µM,WT yeast gro inh,WT yeast gro inh mutant strain,SV40 large T antigen,West Nile antiviral
COc1cccc(C(=O)Nc2ccc(NC(=O)C3CC3)cn2)c1,6.0%,i,0.7,3.2%,i,37.0,1.6%,1.8,1366,-8.8,-0.8,4.3%,0.1%
Cc1nc(=O)c(-c2ccccc2)c(C)n1-c1cccc(/C=C/C(=O)O)c1,-5.4%,i,0.3,-0.2%,i,51.9,4.9%,/,/,/,/,2.6%,0.0%
CC(=O)Nc1ccc(NC(=O)c2cc(=O)c3ccc(C)cc3o2)cc1,-8.0%,i,0.8,1.5%,i,54.2,/,/,/,/,/,5.6%,0.0%
COc1ccc(-n2c(=O)/c(=C\c3cccs3)s/c2=C(/C#N)C(=O)N2CCN(C)CC2)cc1,-4.5%,i,1.1,1.0%,i,61.0,5.3%,0.8,1039,-5.5,8.4,28.1%,-0.2%
O=S(=O)(c1ccccc1)n1c(C(O)c2ccccn2)cc2ccccc21 (centres undefined),-12.2%,i,0.1,-0.7%,i,30.8,5.9%,-0.1,976,-1.2,19.8,7.9%,-0.3%
O=C(NCCN1CCOCC1)C(=O)NCC1CCCO1 (centres undefined),0.6%,i,0.1,1.2%,i,4.4,4.8%,-1.0,899,-17.5,0.0,13.5%,-0.1%
CCC1(C)Cc2ccccc2-c2nc(SCC(N)=O)[nH]c(=O)c21 (centres undefined),7.2%,i,0.6,2.5%,i,62.0,-1.6%,/,/,/,/,3.8%,0.2%
CCCC1C2C(=O)N(c3ccccc3OC)C(=O)C2ON1c1ccccc1 (centres undefined),2.3%,i,2.9,1.0%,/,/,-8.3%,-1.7,1147,30.2,-10.3,4.3%,2.7%
CC(C)(C)OC(=O)N1CCC[C@H]1c1nnc(SCc2c(Cl)cccc2Cl)o1,6.3%,i,1.3,6.0%,i,54.4,-5.5%,-1.9,942,-1.2,5.6,5.8%,-0.1%
Cc1ccc(CNC(=O)C2CCCN(S(=O)(=O)c3cnc[nH]3)C2)cc1 (centres undefined),3.3%,i,1.4,1.0%,i,44.2,7.1%,-1.4,1072,14.9,7.4,-5.0%,1.3%
CCN(CC)C(=O)CN(C#N)c1nc(OC)nc(N(C)C)n1,-10.4%,i,0.6,2.3%,i,9.3,6.6%,/,/,2.9,7.8,11.1%,0.0%
O=C(NNC(=O)C1CC1)c1ccccc1[N+](=O)[O-],-1.6%,i,0.0,1.1%,i,27.3,5.8%,/,/,/,/,2.6%,0.1%

Continuation:
structure,Salmonella PhoP GFP,Myeloid diff MLP,Myeloid diff MLP GFP+ MAC1+ %,RSV antiviral HEp-2,T cell modulator,T cell modulator vesicle-bound %,MgcRacGAP inhibition,b-catenin transl,b-catenin transl cell count 5 µM,WT yeast gro inh,WT yeast gro inh mutant strain,SV40 large T antigen,West Nile antiviral
CCC(=O)c1ccc(OCC(=O)N2CCN(c3ccccn3)CC2)cc1,9.2%,i,0.0,2.5%,i,8.2,7.6%,/,/,/,/,11.6%,-0.2%
CCOC(=O)CS(=O)(=O)c1ccc(C(F)(F)F)cn1,1.5%,i,0.9,1.7%,i,56.0,3.3%,-2.9,1074,8.1,-7.0,20.2%,0.3%
Nc1nc(SCC(=O)c2cccs2)n[nH]1,8.7%,i,1.4,-1.4%,i,21.4,-5.0%,-0.1,1223,-5.0,1.3,5.0%,-1.0%
CCCCN(C(=O)C1=NN(c2cc(C)ccc2C)C(=O)CC1)c1c(N)n(CCC)c(=O)[nH]c1=O,/,i,0.7,0.0%,i,47.0,2.0%,/,/,/,/,/,/
COc1ccc2oc(C(=O)OCC(=O)NC(=O)NC(C)C)c(C)c2c1,-15.9%,i,0.8,0.5%,i,43.5,6.1%,/,/,2.0,-20.5,1.2%,0.5%
CC(=O)c1cccc(NC(=O)c2cc(Cl)sc2Cl)c1,-1.9%,i,0.6,2.4%,i,47.5,4.8%,-2.1,1119,20.2,-4.6,11.3%,0.6%
Cc1[nH]nc(Nc2ccc(C(C)C)cc2)c1[N+](=O)[O-],-4.8%,i,0.6,?,i,15.7,2.3%,-1.0,1419,/,/,6.2%,-1.2%
O=C(CCc1ccccc1)Nc1cccc(NC(=O)CCc2ccccc2)c1,-12.3%,i,8.5,2.1%,i,31.0,3.3%,-4.9,1207,-8.0,-10.3,7.1%,-0.4%
O=C(CCn1cnc2ccccc2c1=O)Nc1cccc(Cl)c1Cl,-5.6%,i,1.1,-0.2%,i,22.5,6.2%,0.7,1468,-8.4,8.4,2.4%,0.2%
O=C(O)C1CCCNC1 (centres undefined),2.3%,i,2.3,-0.4%,i,41.7,/,/,/,8.3,-7.5,5.5%,-0.2%
CCN(CC)S(=O)(=O)c1ccc(O)c(NS(=O)(=O)c2ccccc2F)c1,-0.1%,?,/,1.8%,i,17.4,8.4%,-0.3,988,-15.9,-9.3,-0.2%,0.5%
Nc1nonc1-n1nnc(C(=O)N/N=C/c2ccc(OCc3ccccc3F)cc2)c1CN1CCCCC1,-2.4%,i,1.2,3.1%,i,25.1,-2.3%,/,/,/,/,9.8%,1.4%

Other compounds follow:
structure,Salmonella PhoP GFP,Myeloid diff MLP,Myeloid diff MLP GFP+ MAC1+ %,RSV antiviral HEp-2,T cell modulator,T cell modulator vesicle-bound %,MgcRacGAP inhibition,b-catenin transl,b-catenin transl cell count 5 µM,WT yeast gro inh,WT yeast gro inh mutant strain,SV40 large T antigen,West Nile antiviral
COc1ccc(OCC(=O)Nc2cc(C)c(Cl)cc2OC)c([N+](=O)[O-])c1,3.7%,i,0.2,0.6%,i,52.9,1.6%,1.2,909,4.7,-6.0,5.6%,-0.5%
CC(=O)OC1c2ccccc2C(=O)N1Cc1ccccc1 (centres undefined),-0.2%,i,1.7,0.0%,i,17.5,1.8%,/,/,2.5,4.0,6.3%,-0.1%
N#C/C(=C\c1cc(Cl)c(OCc2ccc(Cl)cc2)c(Cl)c1)C(N)=O,-1.1%,/,/,59.5%,i,29.2,/,0.5,1285,/,/,24.2%,0.2%
CCOc1ccc(CCNC(=O)c2[nH]c(C)c(C(C)=O)c2CC)cc1OCC,-8.1%,i,0.2,1.6%,i,41.4,7.4%,-1.0,1128,-1.7,6.3,16.9%,-0.1%
COc1ccccc1NC(=O)CN1C(=O)C(C)SC(C)C1=O (centres undefined),1.1%,i,0.1,1.0%,i,61.9,-12.7%,2.2,976,9.2,19.9,7.9%,-0.2%
COc1ccc(-c2cc(C(=O)Nc3c(C)n(C)n(-c4ccccc4)c3=O)c3ccccc3n2)cc1,6.3%,i,0.5,0.2%,i,11.0,0.9%,/,/,/,/,6.2%,0.5%
CSc1ccccc1-c1nnc(-c2ccccc2)o1,-9.2%,i,0.6,5.2%,i,19.3,5.3%,2.3,896,14.5,20.4,1.9%,0.0%
COc1ccc(CNC(=O)c2csc(Cc3ccc(Cl)cc3)n2)cc1,2.2%,i,0.9,9.4%,i,55.6,4.5%,/,/,31.6,29.6,5.8%,/
COc1ccc2ccccc2c1/C=N\n1c(C)cc(C)c(C(N)=O)c1=O,6.7%,i,1.0,3.0%,i,5.2,2.7%,0.2,1333,8.9,17.4,1.1%,-0.5%
Fc1ccc(-[n+]2nc(Nc3ccccc3)sc2-c2ccc(OCc3ccccc3)cc2)cc1,2.0%,i,2.0,0.0%,i,42.6,6.1%,/,/,/,/,23.6%,0.2%
CCn1c(=O)c2c(cnn2C)c2ccccc21,8.2%,i,0.3,?,i,27.7,9.9%,2.5,1287,1.5,5.3,-0.8%,0.3%

Screening data deposited in PubChem BioAssay by several laboratories.
